Screening data deposited in PubChem BioAssay by several laboratories.
sPLA2-III inh – Inhibits HGIII-sPLA2 liposome hydrolysis, primary screen. Q9NZ20. inhibition, % at 12.2 µM. QFRET BODIPY PC-A2 liposome hydrolysis, fluorescence. 0.56% of 370,000 active. AID 743126;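 active = inhibition above mean plus 3 SD of compounds lying within the high and low control bounds, cut at about 19% in these data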;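 note: 0% = median of test compound wells and 100% = no enzyme DMSO wells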
Target sequence (Q9NZ20 whole entry, looked up): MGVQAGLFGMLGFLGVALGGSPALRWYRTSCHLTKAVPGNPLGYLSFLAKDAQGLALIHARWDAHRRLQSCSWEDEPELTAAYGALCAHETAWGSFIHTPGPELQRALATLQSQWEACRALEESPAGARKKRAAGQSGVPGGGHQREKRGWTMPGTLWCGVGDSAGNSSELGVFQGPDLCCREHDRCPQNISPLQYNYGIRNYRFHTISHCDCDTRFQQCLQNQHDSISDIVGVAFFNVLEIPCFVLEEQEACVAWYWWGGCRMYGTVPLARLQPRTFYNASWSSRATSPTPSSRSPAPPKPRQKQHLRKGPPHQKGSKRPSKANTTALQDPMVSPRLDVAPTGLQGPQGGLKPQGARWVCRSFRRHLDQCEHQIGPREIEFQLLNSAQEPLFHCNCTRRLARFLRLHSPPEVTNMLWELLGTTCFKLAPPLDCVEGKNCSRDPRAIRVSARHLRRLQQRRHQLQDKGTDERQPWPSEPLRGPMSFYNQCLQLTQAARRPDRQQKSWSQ
SMARCA2 act – SMARCA2 function activation, primary screen; MG213 cells, MMTV-luciferase reporter, dexamethasone, overnight; activation, % at 9.1 µM; 1% of 370,000 active; AID 652017; in the data active = activation above about 7.8%;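 note: 0% = vehicle wells and 100% = reference activator wells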
DAX1 inh-1 – inhibitors of human orphan nuclear receptor DAX1 (NR0B1); HEK293 Gal4-DAX1 luciferase reporter, luminescence; AID 504766; 0.99% of 340,000 active; P51843; inhibition, % at 6.75 µM;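 active = inhibition above the mean over all tested compounds plus 3 SD, cut at about 4.2% in these data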;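 note: 0% = DAX1-transfected cells with DMSO and 100% = empty-vector control cells with DMSO; inhibition shows as a rise in luminescence from relieved DAX1 repression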
GC-B act – GC-B (human) receptor activation; P20594; activation, % at 10 µM; 0.11% of 370,000 active; AID 1920062; HEK293-GC-B cells, CNP EC30, cGMP TR-FRET; 0% at EC30 CNP, 100% saturating CNP;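 active = activation at 10 µM reaching about 35% in either raw or pattern-adjusted values, limit read from the data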
FXN GAA850 act – frataxin GAA850 promoter activation; activation, % at 6 µM; 0.56% of 360,000 active; HEK293 lucGAA850 FXN promoter luciferase reporter, 24 h; percent of 10 µM SAHA response;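 active = activation above the average of all compounds screened plus 3 SD, cutoff fixed separately per campaign, cut at about 7.5% in these data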;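 note: 0% = DMSO wells and 100% = 10 µM SAHA wells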
ADAM10 inh – inhibitors of human ADAM10. recombinant ADAM10, EDANS/DABCYL FRET peptide cleavage, 3 h. 0.62% of 370,000 active. inhibition, % at 7 µM. AID 720582;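 active = inhibition above a per-campaign cutoff equal to the mean of compounds falling between control-based bounds plus 3 SD, cut at about 20% in these data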;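 note: 0% = DMSO wells while the 100% control is not disclosed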
Target sequence (O14672 214-748 limits assumed): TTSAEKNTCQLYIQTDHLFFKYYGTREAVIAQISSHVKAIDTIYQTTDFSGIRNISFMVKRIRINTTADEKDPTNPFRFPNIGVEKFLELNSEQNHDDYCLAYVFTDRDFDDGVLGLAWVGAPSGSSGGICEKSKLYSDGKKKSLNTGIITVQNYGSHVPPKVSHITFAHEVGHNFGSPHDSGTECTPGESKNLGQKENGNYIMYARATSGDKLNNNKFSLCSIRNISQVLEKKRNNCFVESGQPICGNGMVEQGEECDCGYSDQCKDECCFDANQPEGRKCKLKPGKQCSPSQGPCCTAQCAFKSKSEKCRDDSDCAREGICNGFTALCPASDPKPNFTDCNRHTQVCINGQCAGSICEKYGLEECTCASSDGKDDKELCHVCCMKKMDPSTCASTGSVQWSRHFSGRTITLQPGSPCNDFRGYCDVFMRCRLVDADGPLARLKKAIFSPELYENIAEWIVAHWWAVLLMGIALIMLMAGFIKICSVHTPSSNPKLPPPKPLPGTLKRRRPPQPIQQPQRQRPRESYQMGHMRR
GC-A act – GC-A (human) enzyme activation. HEK293 GC-A cells, cGMP TR-FRET, EC30 ANP; 0% at EC30 ANP, 100% saturating ANP. 0.14% of 370,000 active. activation, % at 10 µM. P16066; in the data active = activation above about 40%
ssDAF-12 act – activators of S. stercoralis DAF-12 nuclear receptor; 1% of 370,000 active; activation, % at 6.8 µM; AID 652126; HEK293 ssDAF-12/GRIP1 lit1-tk-luc reporter, luminescence; % of 3 µM dafachronic acid response;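 active = activation above the mean over all tested compounds plus 3 SD, cut at about 0.9% in these data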;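 note: 0% = DMSO-only wells and 100% = 3 µM delta7-dafachronic acid wells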
hgDAF-12 ag – activates the H. glycines DAF-12 receptor ligand-binding domain. HEK293 GAL4-hgDAF12 UAS-luciferase reporter, agonist luminescence; normalized to butyrate control. activation, % at 6.8 µM. 1.8% of 370,000 active. AID 687014;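 active = activation above a cutoff set at the mean of all screened compounds plus 3 SD, cut at about 10% in these data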;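 note: 0% = DMSO wells and 100% = sodium butyrate wells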
DAX1 inh-2 – DAX1 (NR0B1) inhibition, primary screen; HEK293T StAR-luciferase reporter, SF-1/DAX-1 repression relief; inhibition, % at 6.8 µM; 1.1% of 370,000 active; AID 652010;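 active = inhibition above the mean over all tested compounds plus 3 SD, cut at about 3.6% in these data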;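 note: 0% = DAX-1 cells with DMSO and 100% = cells lacking DAX-1 with DMSO; higher inhibition means more luminescence from relief of DAX-1 repression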
hcDAF12 agonist – activators of H. contortus DAF-12 nuclear receptor; 1.4% of 370,000 active; HEK293 hcDAF-12 lit1-tk-luc reporter, luminescence; 0% DMSO, 100% Δ7-dafachronic acid; activation, % at 6.8 µM;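 active = activation above the mean of all tested compounds plus 3 SD, cut at about 5.5% in these data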;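 note: 100% = response to 3 µM Δ7-dafachronic acid high control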
The depositor's hits bear a star; i = inactive; . = no result given.

SMILES | sPLA2-III inh | SMARCA2 act | DAX1 inh-1 | GC-B act | FXN GAA850 act | ADAM10 inh | GC-A act | ssDAF-12 act | hgDAF-12 ag | DAX1 inh-2 | hcDAF12 agonist
O=C(NC(=S)Nc1ccc(CN2CCCCC2)cc1)c1cccc(OCc2ccccc2)c1 | -8 | 1 | -1.3 | -9 | -0.6 | 5 | 0 | -1.5 | 1.1 | -0.6 | -1.5
O=C(O)CCC(=O)Nc1ccc(Br)cc1C(=O)c1ccccc1 | 3 | 3 | 3.1 | 1 | 1.9 | 4 | 0 | -0.8 | -1.9 | -0.7 | 1.3
COc1ccc(Cl)cc1NC(=O)COc1ccc2c(c1)OCO2 | 3 | 0 | 0.3 | 2 | 1.2 | -6 | 0 | -1.2 | 0.6 | -0.6 | -0.4
CCOc1ccc(C(=O)N/N=C/c2ccccc2[N+](=O)[O-])cc1 | 9 | 0 | 0.4 | -5 | 3.2 | -5 | 0 | -0.7 | 10* | 3.1 | 3.4
COC(=O)Cc1ccc(NC(=O)c2ccccc2Br)cc1 | 4 | 3 | -0.3 | -3 | -0.5 | 7 | -2 | -0.9 | -1.1 | -0.1 | -0.1
O=c1oc2cc(OCc3ccc([N+](=O)[O-])cc3)ccc2c2c1CCCC2 | 1 | 2 | -0.1 | -10 | 0.3 | -24 | -1 | -1.2 | 0.3 | 0.2 | -0.4
Cc1ccc(S(=O)(=O)N2CCOCC2)cc1C(=O)N1CCN(c2ncccn2)CC1 | 9 | -1 | -1.1 | 0 | 0.4 | -16 | 0 | -1.3 | -0.1 | -0.3 | -0.8
CCOc1ccc(NC(=O)CC2C(=O)N(C)C(=S)N2CCCc2ccccc2)cc1 (stereo unspecified) | -10 | -1 | 3.3 | -3 | 2.5 | 6 | -2 | -1.3 | 0.2 | 0.1 | -0.8
COc1cccc(NC(=O)C2CCCN2C(=O)Nc2ccc(Cl)cc2)c1 (stereo unspecified) | 3 | -1 | . | 10 | . | -5 | -1 | -1.6 | 3.1 | 0.3 | -1.6
N#Cc1c(-c2ccc(Br)cc2)cc(-c2cccnc2)nc1N | 8 | -3 | 1.8 | 5 | 4.2 | -182 | 3 | -1.0 | -0.9 | -0.5 | -2.6
C=CCN1C(=O)CSC1=Nc1ccc(C(=O)O)cc1 | 18 | 1 | 1.6 | 4 | 0.0 | -7 | 4 | -0.3 | -2.0 | -0.3 | -0.7
CN(c1ccccc1)c1nc(N)c([N+](=O)[O-])c(NCc2ccccc2)n1 | -1 | -3 | 0.3 | 6 | 6.1 | 4 | 8 | -1.5 | -0.8 | -0.2 | -0.7
CCCCNC(=O)c1onc(CSc2cccc3ccccc23)c1C(=O)O | -30 | 2 | 1.9 | 2 | -1.9 | 2 | 1 | -1.2 | 2.5 | -0.5 | 1.4
Cc1ccnc(NC(=O)CCC(=O)N(CC(=O)NC2CCCCC2)c2cccc(C)c2C)c1 | -2 | 1 | 0.7 | -10 | -1.5 | 4 | -4 | -0.8 | -1.8 | 0.6 | -1.0
CCCC(O)(c1ccccc1)C(c1ccccc1)c1ccccn1 (stereo unspecified) | 7 | -2 | 1.1 | -3 | -2.4 | -12 | -3 | -1.1 | -0.4 | -0.1 | 0.6
Brc1ccc(N2O[C@H]3C=C[C@@H]2C3)nc1 | -13 | 2 | . | 0 | . | -19 | 5 | 0.1 | 0.4 | 0.5 | 4.6
Nc1c(S(=O)(=O)c2cccs2)c2nc3ccccc3nc2n1/N=C/c1cccc(O)c1 | -1 | -1 | -1.9 | -5 | -5.4 | -13 | -3 | -0.9 | -2.7 | -0.2 | -1.9
Cc1cccc(C(=O)Oc2coc(CSc3nnc(NC(=O)C4CC4)s3)cc2=O)c1 | -48 | 1 | -0.3 | 3 | 0.4 | 3 | -3 | -1.1 | 2.2 | 0.6 | 2.3
CC(=O)Nc1ccc2c(c1)nc(C)n2Cc1ccccc1 | -2 | 1 | 0.7 | 2 | 1.4 | -3 | 5 | -1.0 | 1.7 | 0.2 | -3.2
CC(=O)c1cnc(N2CCCCC2)nc1C | 3 | 4 | 0.9 | 0 | -0.3 | 9 | 1 | -0.8 | -0.1 | -0.1 | -0.4
CCOC(=O)/C=C/C(=O)Nc1ccc(S(=O)(=O)Nc2nccs2)cc1 | -23 | 0 | 1.6 | 7 | -1.6 | -4 | 0 | -0.7 | 2.4 | -0.1 | -1.0
COC(=O)C1(C)COP(=O)(NC23CC4CC(CC(C4)C2)C3)OC1 (stereo unspecified) | 4 | -4 | -0.7 | 1 | 0.3 | -13 | 7 | -1.3 | 0.1 | 1.1 | -1.7
COc1ccc(OC)c(/C=N/NC(=O)c2cnccn2)c1 | 0 | -2 | 4.4* | -5 | 0.1 | -1 | 4 | -0.7 | 0.8 | -0.1 | 0.6
N#CC(C#N)=C(N)Nc1cccc(Cl)c1 | 5 | 2 | 0.8 | 11 | -1.0 | -5 | -1 | -0.2 | 0.5 | -0.4 | 0.3
Cc1ccc(-c2csc(Nc3ccc(S(N)(=O)=O)cc3)n2)o1 | -6 | 1 | -0.7 | 5 | 0.8 | -1 | 1 | -1.1 | -1.5 | 0.1 | -0.6

The last two records of the section before come first, to join the parts:
SMILES | sPLA2-III inh | SMARCA2 act | DAX1 inh-1 | GC-B act | FXN GAA850 act | ADAM10 inh | GC-A act | ssDAF-12 act | hgDAF-12 ag | DAX1 inh-2 | hcDAF12 agonist
N#CC(C#N)=C(N)Nc1cccc(Cl)c1 | 5 | 2 | 0.8 | 11 | -1.0 | -5 | -1 | -0.2 | 0.5 | -0.4 | 0.3
Cc1ccc(-c2csc(Nc3ccc(S(N)(=O)=O)cc3)n2)o1 | -6 | 1 | -0.7 | 5 | 0.8 | -1 | 1 | -1.1 | -1.5 | 0.1 | -0.6
CCOc1ccc(C(=O)Nc2nnc(C3=COCCO3)o2)cc1 | 0 | -3 | 1.3 | 9 | 0.9 | 3 | 1 | -0.5 | -0.6 | 1.0 | 0.8
CCCCCOC(=O)c1cc(=O)[nH]c2ccccc12 | -8 | 1 | -0.2 | 1 | 3.0 | -31 | 0 | -0.9 | 0.9 | 0.4 | 1.9
COc1cccc(-c2nc(-c3ccc4c(c3)-c3ccccc3S4(=O)=O)c(-c3ccccc3)[nH]2)c1OC | 6 | -6 | -1.7 | 7 | 1.0 | i | 13 | -1.7 | -3.8 | -0.3 | -1.7
C[C@@H]1CN([C@@H](C)CO)C(=O)CCCn2cc(nn2)CO[C@H]1CN(C)S(=O)(=O)c1ccccc1F | 1 | 1 | 0.6 | 1 | 0.5 | 9 | -1 | -1.0 | 1.8 | 0.3 | -1.7
CCCCN(CCCC)c1nc2ccccc2nc1C(C#N)C(=O)NCCCOC (stereo unspecified) | -14 | 0 | -0.2 | -4 | -0.4 | -81 | 7 | -1.0 | -0.3 | -0.2 | -0.7
CCOC(=O)C1CCN(S(=O)(=O)c2ccc(-c3ccc(=O)[nH]n3)o2)CC1 | 0 | -3 | 0.3 | 0 | 2.1 | -23 | -4 | -0.8 | 1.3 | -0.3 | 0.5
CC(C)CC(=O)OCc1cn(-c2ccccc2)nn1 | 6 | 0 | -0.1 | -3 | 1.5 | 12 | -6 | -1.1 | 2.1 | 0.0 | 1.4
COc1ccc(S(=O)(=O)NC2CCCC2)cc1C(N)=O | -4 | 1 | 1.3 | 3 | 0.9 | 0 | 0 | -0.9 | -0.2 | 0.0 | 0.5
Cc1oc(-c2ccc(-c3ccccc3)cc2)nc1CN(C)C1CCOC1 (stereo unspecified) | -9 | 1 | 1.1 | -8 | 3.5 | -3 | 9 | -0.5 | 16* | 1.1 | 2.1
COCCCn1c(SCC(=O)NC(C)(C)C)nnc1-c1ccccc1 | 4 | -1 | 0.8 | 8 | -0.9 | 5 | 3 | -1.5 | -0.7 | 0.5 | -1.8
COCCNC(=O)Cc1c(C)c2c(cc(C)c3c(C)coc32)oc1=O | 17 | -2 | 1.6 | -4 | -0.8 | -235 | 1 | -1.4 | -0.9 | 0.4 | -1.2
O=C(Nc1ccc(Br)cc1)OC1CC2CC1[C@H]1CCCCN1C2 (stereo partly specified) | -1 | -2 | . | -5 | . | 1 | -3 | -0.2 | -2.2 | -0.3 | 0.1
CCN(C[C@H]1N[C@@](CC)(C(=O)OC)[C@H]2C(=O)N(C)C(=O)[C@@H]12)C(=O)Nc1ccc(C(F)(F)F)cc1 | 17 | -4 | 1.8 | 5 | 1.2 | -8 | 0 | -1.0 | 0.8 | 0.2 | -0.5
O=C(/C=C/c1ccccc1)NNC(=O)C1CC1 | 3 | 0 | 1.6 | 2 | 0.8 | 6 | 4 | -1.3 | 3.9 | 0.3 | 0.1
CC(NC(=O)c1ccccc1)c1nnc(SCC(=O)NC2=NCCS2)n1C (stereo unspecified) | -4 | -1 | -0.9 | -2 | 1.2 | 1 | 2 | -1.1 | 0.8 | 0.2 | -1.1
Cc1cc(NS(=O)(=O)c2ccc(NC(=O)CSc3nnc(-c4ccccn4)n3Cc3ccco3)cc2)nc(C)n1 | -8 | -5 | . | 3 | . | -10 | -3 | -1.4 | -1.6 | 0.5 | -2.6
CC(=O)c1ccc(S(=O)(=O)N2CCN(C(=O)c3ccc(-n4cncn4)c([N+](=O)[O-])c3)CC2)cc1 | 4 | 0 | 0.9 | -4 | 1.5 | -1 | 0 | -0.8 | 1.7 | -1.1 | -0.1
O=C(NC(Cc1c[nH]c2ccccc12)C(=O)O)/C(=C\c1ccc2c(c1)OCO2)NC(=O)c1ccccc1 (stereo unspecified) | -115 | -1 | 0.7 | 0 | 0.9 | 3 | 2 | -0.6 | -0.5 | -0.3 | 2.1
O=C1CCN(Cc2ccccc2)C(=S)N1 | 0 | -2 | 2.1 | -1 | -0.9 | -8 | 3 | -1.1 | -1.5 | -0.6 | 0.1
O=S(=O)(c1cccc2nsnc12)N1CCN(c2ccccc2F)CC1 | 1 | 2 | 0.1 | 1 | 1.5 | -5 | 1 | -0.8 | -2.5 | -0.7 | 0.4
COC(=O)C(C)N1C(=O)S/C(=C\c2ccc(-c3ccc(C(=O)O)cc3C)o2)C1=O (stereo unspecified) | -15 | 11* | 0.3 | -5 | 3.3 | -11 | -4 | -0.1 | 6.3 | 1.0 | 1.0
[O-]/[N+](=C\c1ccccc1)[C@@H]1CCCC[C@@H]1/[N+]([O-])=C/c1ccccc1 | 3 | -1 | 1.0 | 3 | -2.1 | -9 | 0 | -1.0 | 1.7 | 0.9 | -0.9
Cc1cc(C)c(S(=O)(=O)NC2CCN(Cc3ccccc3)CC2)c(C)c1 | -36 | -1 | 0.1 | -8 | 0.5 | 3 | -18 | -2.0 | -2.5 | -0.1 | 1.4
CCn1c(SCC(=O)NC2CC2)nnc1-c1cccc(OC)c1 | 9 | 0 | 0.2 | 3 | 2.0 | -14 | 0 | -0.1 | 2.9 | 1.0 | -1.7
CCOCC(=O)NCc1ccc2c(c1)OCO2 | 0 | 0 | 0.7 | 6 | 1.1 | 7 | 0 | -1.0 | 1.7 | 0.2 | -0.2
COc1ccc2nc(NC(=O)CCn3cccc3)sc2c1 | -30 | -2 | -1.0 | 1 | -0.3 | -7 | 2 | -1.3 | 2.4 | -0.3 | 1.1
Cc1cccc(C)c1NC(=O)CN1C(=O)NC(C)(C2CC2)C1=O (stereo unspecified) | 13 | -3 | 0.6 | 4 | 0.3 | -8 | 1 | -1.5 | 0.4 | -0.6 | 0.3
